# Compound activity from PubChem BioAssay.
# HP1b chromo inh: HP1-beta chromodomain-methylated histone interaction inhibition; P83916; 390,000 compounds, 0.56% hits; Potency, µM (doses to about 114 µM), for the others: at the highest dose activity change, negative = inhibition, most hits filed as inhibitors; AlphaScreen HP1-beta / biotin-H3K9me3 peptide binding; note: potency is the fitted concentration of half-maximal effect; nearly all actives have a fitted effect of over 70% in size; inactives centre near 23
# Target sequence (P83916 whole entry, looked up): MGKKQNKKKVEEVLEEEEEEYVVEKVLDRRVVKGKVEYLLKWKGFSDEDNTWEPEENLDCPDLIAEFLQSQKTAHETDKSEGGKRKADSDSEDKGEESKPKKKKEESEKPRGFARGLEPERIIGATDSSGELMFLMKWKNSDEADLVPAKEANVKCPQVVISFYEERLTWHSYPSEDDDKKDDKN
#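 AlphaScreen: HP1-beta (50 nM) preformed 30 min with biotin-H3(1-18)K9me3 peptide (50 nM) in PBS pH 7.4, 0.01% Tween-20. Compound added for 30 min at RT, then streptavidin donor/nickel chelate acceptor beads (10 ug/mL) for 30 min.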
# PI4K2A inh: PI4K2A (human) kinase inhibition; Q9BTU6; purified PI4K2A, ADP-Glo luminescence, 1 h; stronger effect = lower value; activity change, negative = inhibition, % at 76.9 µM; 420,000 compounds, 0.13% hits; in the data active = activity change below about -50%; inconclusive = mostly about -30% to -49%;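 note: -100% = wells without enzyme as full effect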
# Target sequence (Q9BTU6 whole entry, looked up): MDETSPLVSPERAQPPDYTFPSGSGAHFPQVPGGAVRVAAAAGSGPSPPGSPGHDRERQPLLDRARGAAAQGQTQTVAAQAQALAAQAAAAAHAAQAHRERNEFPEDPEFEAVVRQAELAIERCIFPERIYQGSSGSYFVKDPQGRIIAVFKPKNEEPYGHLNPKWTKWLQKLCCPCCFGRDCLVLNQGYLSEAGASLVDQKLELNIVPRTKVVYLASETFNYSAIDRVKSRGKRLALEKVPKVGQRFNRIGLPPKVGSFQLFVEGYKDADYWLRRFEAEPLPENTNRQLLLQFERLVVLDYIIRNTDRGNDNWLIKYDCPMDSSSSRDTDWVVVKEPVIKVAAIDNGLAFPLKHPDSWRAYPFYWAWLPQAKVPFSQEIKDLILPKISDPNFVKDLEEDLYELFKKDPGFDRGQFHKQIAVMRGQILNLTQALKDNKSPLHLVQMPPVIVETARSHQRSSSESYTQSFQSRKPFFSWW
#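 ADP-Glo luminescence measured ADP generated by PI4K2A enzyme (4 ug/mL before mixing) with 1.2 mM PI substrate (pre-mix) and 300 microM ATP (pre-mix). Tris pH7.5 buffer with MgCl2, Triton X-100; 1 h reaction at ambient temperature.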
# Pin1 inh: inhibitors of human Pin1; Potency, µM (series often up to 115 µM), without a hit: at the highest dose activity, negative = inhibition, most hits filed as inhibitors; AID 504891; Pin1 FP peptide displacement, HiFluor488, 10 min; 390,000 compounds, 0.009% hits; Q13526; active = well fitted inhibition curve with a large enough effect in the polarisation, with a control signal flat, not every such curve was filed as active; inconclusive = small, poorly fitted or top-dose-only effect, or effect the other way, or a change in a side signal; inactive = no such curve, though single readings can be large or run the other way; the % refers to the polarisation; note: potency is the fitted concentration of half-maximal effect; % is set by controls: 0 for no effect and ±100 for the full control effect
# Target sequence (Q13526 whole entry, looked up): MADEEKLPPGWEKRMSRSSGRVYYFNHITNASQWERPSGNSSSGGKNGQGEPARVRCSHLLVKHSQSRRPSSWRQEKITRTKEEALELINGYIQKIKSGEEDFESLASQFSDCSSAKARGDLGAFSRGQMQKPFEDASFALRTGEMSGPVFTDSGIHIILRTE
# PGK inhibitor: blocks T. brucei phosphoglycerate kinase; P07378; PGK/GAPDH coupled, Kinase-Glo luminescence, 60 min; Potency, µM (highest dose often 57.5 µM), inactives show at the highest dose activity change, negative = inhibition, hits mostly inhibitors; 380,000 compounds, 0.043% hits; AID 602233; note: potency is the fitted concentration of half-maximal effect; % is set by controls: 0 for no effect and ±100 for the full control effect; nearly all actives have a fitted effect of over 60% in size
#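 Luminescent ATP detection (Kinase-Glo Plus) follows a 60-minute room-temperature incubation, with wells lacking PGK as controls. Buffer: 100 mM TEA (pH 7.6), 5 mM MgCl2, 0.01% Tween-20. Coupling enzyme GAPDH (100 nM final) supplies unstable 1,3-BPG in-well.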
# TrxR1 substrate: is turned over as a substrate by rat TrxR1; O89049; purified TrxR1 substrate turnover, NADPH consumption readout; Potency, µM (doses to about 114 µM), for inactives: at the highest dose activity change, negative = substrate turnover; 390,000 compounds, 0.01% hits; AID 588456; note: potency is the fitted concentration of half-maximal effect; % is set by controls: 0 for no effect and ±100 for the full control effect; nearly all actives have a fitted effect of over 50% in size
#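 Rat TrxR1, dispensed at 90 nM, was prereduced with 400 uM NADPH (final) for 5 min at ~22 deg C, then incubated with compound 15 min before 400 uM selenite. A first-read NADPH fluorescence drop versus no-compound background flagged substrates.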
# mIDH1 inhibitor: blocks human mutant IDH1 R132H enzyme | IDH1-R132H enzyme, NADPH consumption, diaphorase/resazurin fluorescence | Potency, µM (series often up to 76.6 µM), inactives show top-dose activity change, negative = inhibition, most hits filed as inhibitors | 390,000 compounds, 0.093% hits; note: potency is the fitted concentration of half-maximal effect; % is set by controls: 0 for no effect and ±100 for the full control effect; nearly all actives have a fitted effect of over 65% in size
#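 IDH1-R132H (0.5 ug/mL) preincubated 30 min with compound, then NADPH (0.016 mM) and alpha-KG (2 mM) added; 80 min at RT, pH 7.5. Remaining NADPH coupled via diaphorase/resazurin to fluorescence (540/590 nm); concentration-response curves normalized to no-enzyme control.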
# GLS inh: blocks human kidney-isoform glutaminase activity | O94925 | Potency, µM (doses to about 45.5 µM), for inactives: at the top dose activity change, negative = inhibition, most hits filed as inhibitors | AID 624170 | 410,000 compounds, 0.21% hits | GLS enzymatic activity, qHTS titration; note: potency is the fitted concentration of half-maximal effect; % is set by controls: 0 for no effect and ±100 for the full control effect
#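 Read-out is an Amplex red fluorescence increase coupled through glutamate oxidase and HRP, measured before and after 30 min room-temperature incubation. hKGA is in 45 mM KH2PO4 (pH 8.2) with 0.02% Tween-20; glutamine added as 1mM solution.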
# USP1-UAF1 inh: blocks the human USP1/UAF1 deubiquitinase complex; 390,000 compounds, 0.23% hits; O94782; Potency, µM (top dose mostly 57.1 µM), for the others: at the highest dose activity change, negative = inhibition, actives largely listed as inhibitors; AID 743255; recombinant USP1/UAF1, Ub-Rhodamine cleavage fluorescence; note: potency is the fitted concentration of half-maximal effect; % is set by controls: 0 for no effect and ±100 for the full control effect; nearly all actives have a fitted effect of over 60% in size; inactives centre near -12
#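 High-throughput fluorogenic screen: 1nM USP1/UAF1 complex, Ub-Rho substrate 150nM final, 50mM HEPES pH 7.8 with 0.5mM EDTA, 0.1 mg/ml BSA, 1mM TCEP and 0.01% Tween-20.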
# rTrxR1 inhibitor: blocks rat thioredoxin reductase 1; recombinant rTrxR1, NADPH fluorescence consumption, selenite substrate; 390,000 compounds, 1% hits; O89049; AID 588453; Potency, µM (top dose mostly 114 µM), for the others: top-dose activity change, negative = inhibition, actives largely listed as inhibitors; note: potency is the fitted concentration of half-maximal effect; % is set by controls: 0 for no effect and ±100 for the full control effect; nearly all actives have a fitted effect of over 65% in size
#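 Rat TrxR1 (90 nM in the dispensed reagent) was pre-reduced with 400 uM NADPH for 5 min at room temperature, then incubated with compound for 15 min. After 400 uM selenite was added, NADPH fluorescence (Ex 340/Em 450 nm) was followed for 8 min.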
# The depositor's hits bear a star; i = inactive; ? = inconclusive; . = not tested or not shown; [ ] = another dose, or the depositor's remark. Unless noted, calls come from the whole dose curve; as a rule, active = well fitted curve in the direction sought with a large enough effect; inconclusive = small, poorly fitted or top-dose-only effect, or another doubt; inactive = no such curve, though single readings can be large; an effect the other way counts as inactive or inconclusive. A portion of the library, so the mix of outcomes need not match the whole.
SMILES,HP1b chromo inh,PI4K2A inh,Pin1 inh,PGK inhibitor,TrxR1 substrate,mIDH1 inhibitor,GLS inh,USP1-UAF1 inh,rTrxR1 inhibitor
O=C(COc1ccc2c(-c3ccccc3)cc(=O)oc2c1)Nc1ccc(CCO)cc1,27%,-4,6%,-7%,20%,5%,-2%,-28%,22%
CCOC(=O)c1c(NC(=O)C(=O)N/N=C(\C)c2ccc(OC)cc2)sc2c1CCCCC2,24%,8,?,16%,-1%,-3%,8%,-15%,1%
O=C(Cc1ccc(F)cc1)NCCc1cnc[nH]1,13%,2,-6%,-7%,6%,0%,-5%,-26%,25%
Fc1ccccc1N1CC(c2ccccc2)C(c2cccs2)=N1 (centres undefined),366%[activator],1,12%,-4%,218%[activator],0%,8%,-1%,?
CCOC(=O)c1c(CSC(=N)N)n(-c2ccccc2)c2cc(Br)c(OC(C)=O)cc12,-15%,-5,9%,3%,-2%[57.1 µM],?,0%,-7%,1%[57.1 µM]
O=C(O)COc1ccccc1/C=N/Nc1ccc(S(=O)(=O)N2CCOCC2)cc1[N+](=O)[O-],-11%,0,?,-11%,-20%,-7%,16%,-13%,-23%
CC1(C)Cc2c(sc(NC(=O)C(=O)NCC3CCCO3)c2C(=O)O)CO1 (centres undefined),21%,0,9%,i,-1%,-2%,11%,-13%,31%
O=C1NC(NS(=O)(=O)c2ccc(Cl)cc2)(C(F)(F)F)C(=O)N1Cc1cccnc1 (centres undefined),30%,-5,3%,-4%,-6%,1%,1%,-7%,8%
O=C(c1cc(COc2cccc(C(F)(F)F)c2)on1)N1CCSCC1,56%[activator],-1,-7%,-1%,-18%,18%,13%,-2%,-11%
O/C(=C\c1nc2ccccc2nc1/C=C(\O)c1ccccc1)c1ccccc1,-16%,-5,-14%,-8%,-1%,-7%,5%,-2%,4%
CC(C)NC(=O)Cn1cc(C#N)c2cc(Br)ccc21,17%,-1,0%,-9%,9%,5%,4%,8%,23%
CN1CCN(c2ccc3c(c2)C2CC3CCN2C(=O)OCc2ccccc2)CC1 (centres undefined),-9%,-3,5%,0%,-4%,-2%[38.3 µM],-3%,-16%,3%
CCn1nc(C)c(CN2CCCC(C(=O)c3cccc(OC(C)C)c3)C2)c1C (centres undefined),25%,1,-1%,.,6%,3%,-1%,-8%,31%
O=C(c1ccc(Br)o1)N1CCN(CCc2ccncc2)CC1,32%,-3,-5%,-1%,-4%,0%,-3%,-6%,0%
O=c1c2cnn(-c3ccccc3)c2ncn1Cc1ccccn1,20%,-20,-1%,-2%,2%,3%,-7%,-22%,10%
COc1ccccc1NC(=S)NCc1ccc(F)cc1,15%,4,0%,-6%,8%[57.1 µM],1%,-3%,-11%,16%[57.1 µM]
CCN(CC)S(=O)(=O)c1ccc(C(=O)NNC(=O)c2cccs2)cc1,28%,-2,1%,4%,-3%,4%,-5%,-10%,-15%
COc1cccc(-n2c(SCC(N)=O)nc3c([nH]c4ccccc43)c2=O)c1,15%,-1,4%,-1%,5%,-3%,1%,3%,2%
CN(CC(=O)Nc1ccccc1Cl)C(=O)C1CCN(S(=O)(=O)c2ccc3c(c2)OCCO3)CC1,13%,-6,-4%,1%,-3%,3%,-5%,-22%,9%
Brc1ccc(-c2nnc(Cc3ccccc3)o2)cc1,63%[activator],2,5%,5%,-1%,-7%,1%,-16%,23%
COc1ccc(/C=C/C(=O)c2c(O)ccc3c(C)cc(=O)oc23)cc1,8%,12,?,-3%,-7%,-9%,4%,-21%,-18%
Oc1ccc(NC(=S)Nc2ccc(F)cc2)cc1,45%[activator],-11,1%,?,5%,13%,-18%,-24%,-16%
COc1ccc(NC(=O)Cn2nnc(C(=O)NCc3ccc(C)cc3)c2N)cc1OC,26%,8,16%,-3%,-1%,8%,4%,-19%,7%
O=S(=O)(Cc1ccc(Cl)cc1)Nc1ccc2c(c1)OCO2,15%,-1,0%,-2%,-4%,3%,-5%,-16%,21%
O=C(Cc1ccsc1)N1CCN(S(=O)(=O)c2cccc(F)c2)CC1,7%,1,-3%,-9%,3%,1%,1%,-6%,7%
CCOc1cc(/C=C2/SC(=S)N(Cc3ccccc3)C2=O)ccc1O,?,-7,59%[activator],-8%,2%,-9%,2%,-14%,4%
Cc1cc(C)c(NC(=O)Cn2c(=O)n(Cc3ccc4c(c3)OCO4)c(=O)c3ccc(C(=O)NC4CCCCC4)cc32)c(C)c1,3%,-3,-7%,-2%,7%,23%,-4%,-22%,21%
Cc1ccc(S(=O)(=O)CC(=O)NC(C)c2ccccc2)cc1 (centres undefined),25%,-3,-2%,-5%,7%,-1%,3%,-2%,15%
COc1ccc(-c2c(C)nn3c(NC4CCCC4)cc(C)nc23)cc1OC,28%,-4,-1%,.,0%,4%,-2%,-26%,12%
CCCCNC(=O)CSc1nnc(Cc2ccccc2)n1CC,11%,6,-3%,-2%,-8%,0%,1%,-2%,-4%
Cc1ccc(SCC(=O)Nc2ccc3oc(-c4ccccc4F)nc3c2)cc1,22%,0,36%[activator],.,27%,.,3%,-31%,34%
COc1cc(OC)c(NC(=O)CCc2nc(C3=CCN(Cc4cccc(Cl)c4)CC3)no2)cc1Cl,16%[57 µM],-2,45%[activator],-3%,0%[57.1 µM],-4%,-23%,-11%,24%[57.1 µM]
C=CCSc1ncccc1C(=O)NCc1ccc(C)cc1,31%,2,0%,0%,9%,1%,-7%,-13%,29%
COc1cc(C(=O)Nc2ncccc2C)ccc1OCC(=O)N1CCOCC1,25%,-3,-3%,2%,-4%,-5%,4%,-4%,-5%
CCN(CC)c1ccc(/C=N/N2CCN(Cc3ccc(C)cc3)CC2)c(O)c1,?,-3,3%,i,1%,0%,23%,1%,19%
Cc1ccc(N=C(NO)c2nonc2N)cc1,36%,0,-6%,-4%,1%,-1%,19%,-5%,21%
Cc1ccc(S(=O)(=O)c2cc3c(=O)n4ccccc4nc3n(CCc3ccccc3)c2=N)cc1,25%,4,?,3%,2%,4%,-1%,-31%,17%[0.457 µM]
COc1ccc(C(=O)OCC(=O)Nc2cccc(S(=O)(=O)NC3=NCCCCC3)c2)cc1[N+](=O)[O-],19%,0,-1%,0%,0%,0%,-7%,-15%,-1%
CCN(C(=O)CCS(=O)(=O)c1cc2[nH]c(=O)c(=O)[nH]c2cc1C)c1ccccc1,31%,-3,11%,-1%,15%,-4%,-5%,?,-11%
COc1ccc(CCNC(=O)C23CCC(C)(C(=O)C2=O)C3(C)C)cc1OC (centres undefined),22%,5,-11%,4%,-2%,-18%,6%,-9%,4%
O=C(Cc1ccccc1)Nc1ccc(S(=O)(=O)N2CCOCC2)cc1,19%,-2,-15%,i,1%,8%,-13%,-5%,17%
COc1ccc(C(=O)Nc2ccc3c(c2)nc(CN2CCN(C(C)=O)CC2)n3C)cc1,24%,8,0%,-5%,-1%[57.1 µM],9%,0%,-13%,1%[57.1 µM]
O=C(COC(=O)c1ccccc1O)Nc1cccc2ccccc12,8%,2,7%,-13%,54%[activator],-2%,4%,-6%,71%[activator]
COc1ccc(C(=O)Nc2ccccc2)cc1S(=O)(=O)Nc1cc(C)on1,46%[activator],1,6%,i,23%[57.1 µM],3%,11%,-8%,14%[57.1 µM]
CCC1=C(c2ccc(C)cc2)S(=O)(=O)N=C1N1CCC(C(=O)Nc2ccccc2F)CC1,-8%,-8,-2%,.,5%[57.1 µM],.,3%,-27%,26%[57.1 µM]
COc1ccc(CCNC(=O)C(=O)NCC(c2cccnc2)N2CCN(c3ccccc3)CC2)cc1 (centres undefined),46%[activator],-3,-3%,1%,13%[11.4 µM],32%,12%,-8%,1%
Cc1cc(OCC(=O)Nc2cc(S(=O)(=O)N3CCOCC3)ccc2N2CCCC2)ccc1C(C)C,7%,0,21%,i,-7%[57.1 µM],4%,3%,-13%,14%
CCCCN(CCCC)CCNC(=O)CSCc1ccc(C)cc1,-32%,2,-8%,i,-2%,0%,10%,-11%,12%
CCN(CC)C(=O)C1=C(C)Nc2nc3ccccc3n2C1c1cccc(Cl)c1 (centres undefined),25%,2,7%,-10%,0%,-10%,10%,-16%,16%
O=C(COC(=O)c1ccc[nH]c1=O)Nc1ccc(S(=O)(=O)N2CCCC2)cc1,5%,-5,-5%,-9%,1%,3%,-1%,-11%,19%
O=C1c2ccccc2CSc2c(O)cccc21,-5%,10,0%,13%,6%,0%,10%,-17%,18%
COc1ccccc1-c1nnc(C2CCN(C(=O)c3cccc(C)c3)CC2)o1,28%,4,-5%,-7%,8%,0%,0%,?,18%
C[C@H]1CN([C@@H](C)CO)C(=O)c2cc(-c3cccc(F)c3)cnc2O[C@H]1CN(C)C(=O)c1cnccn1,.,0,.,i,.,1%,-9%,-14%,.

# Fetched one by one from the entries so far (two):
SMILES,HP1b chromo inh,PI4K2A inh,Pin1 inh,PGK inhibitor,TrxR1 substrate,mIDH1 inhibitor,GLS inh,USP1-UAF1 inh,rTrxR1 inhibitor
CCN(CC)C(=O)C1=C(C)Nc2nc3ccccc3n2C1c1cccc(Cl)c1 (centres undefined),25%,2,7%,-10%,0%,-10%,10%,-16%,16%
COc1ccc(C(=O)Nc2ccc3c(c2)nc(CN2CCN(C(C)=O)CC2)n3C)cc1,24%,8,0%,-5%,-1%[57.1 µM],9%,0%,-13%,1%[57.1 µM]
